IDE inh – inhibitors of human insulin-degrading enzyme in cells. P14735. HEK cells, FAbetaB cleavage, fluorescence polarization. inhibition, % at 5.59 µM. 320,000 tested, 0.41% active;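 active means percent inhibition above the average of all tested compounds plus 3 SD, set per screening campaign, cut at about 16% in these data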;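 further: IDE supplied by intact live HEK cells; FP after avidin binding of uncleaved biotin substrate so inhibition keeps polarization high; 0% = DMSO wells and 100% = 60 µM reference IDE inhibitor Ii1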
MEKK2wt PB1 HTS – raises or lowers MEK5 binding to wildtype human MEKK2 PB1 domain. 290,000 tested, 1.1% active. bead flow cytometry, Alexa488-MEK5 binding to MEKK2 WT; actives lie on both sides. Q9Y2U5. binding response (% of control), % at 10 µM; in the data active means binding response below about 67% or above about 130%
p-CIP stab down – p/CIP protein destabilization; Q05BA5; AID 1984; 290,000 tested, 0.01% active; F442A p/CIP-EGFP cells, EGFP fluorescence, 16 h; decrease of EGFP signal, % at 10 µM;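 active means EGFP signal decrease of at least 30% at 10 µM or well 3 SD below plate mean, unless failing retest; inactive means the rest, including hits failing retest or dose response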; further: some compounds called inactive have numbers as strong as hits; many of its hits are not listed in these tables
MEKK2 mut-MEK5 – signal of MEK5 binding to mutant human MEKK2 PB1 domain; 290,000 tested, 0.35% active; AID 1530; percent response, % at 10 µM; bead flow cytometry, Alexa488-MEK5 binding to MEKK2 mutant; in the data active means percent response above about 24%, passing the limit was not always enough; further: inactives centre near 1; some results filed as inactive read as strong as hits; reference of the scale not given here
MEKK3 PB1 HTS – raises or lowers MEK5 binding to the human MEKK3 PB1 domain. bead-based flow cytometry, Alexa488-MEK5 binding to MEKK3; actives lie on both sides; 0 = blocked by unlabeled MEK5, 100 = vehicle. binding response (% of control), % at 10 µM. 290,000 tested, 1.4% active;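 active means binding response more than 3 SD above or below the average of its plate-row segment, actives on both sides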;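 further: Alexa488 bead fluorescence after subtracting the streptavidin-only scavenger bead signal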
Target sequence (Q99759 whole entry, looked up, the tested form may be a part): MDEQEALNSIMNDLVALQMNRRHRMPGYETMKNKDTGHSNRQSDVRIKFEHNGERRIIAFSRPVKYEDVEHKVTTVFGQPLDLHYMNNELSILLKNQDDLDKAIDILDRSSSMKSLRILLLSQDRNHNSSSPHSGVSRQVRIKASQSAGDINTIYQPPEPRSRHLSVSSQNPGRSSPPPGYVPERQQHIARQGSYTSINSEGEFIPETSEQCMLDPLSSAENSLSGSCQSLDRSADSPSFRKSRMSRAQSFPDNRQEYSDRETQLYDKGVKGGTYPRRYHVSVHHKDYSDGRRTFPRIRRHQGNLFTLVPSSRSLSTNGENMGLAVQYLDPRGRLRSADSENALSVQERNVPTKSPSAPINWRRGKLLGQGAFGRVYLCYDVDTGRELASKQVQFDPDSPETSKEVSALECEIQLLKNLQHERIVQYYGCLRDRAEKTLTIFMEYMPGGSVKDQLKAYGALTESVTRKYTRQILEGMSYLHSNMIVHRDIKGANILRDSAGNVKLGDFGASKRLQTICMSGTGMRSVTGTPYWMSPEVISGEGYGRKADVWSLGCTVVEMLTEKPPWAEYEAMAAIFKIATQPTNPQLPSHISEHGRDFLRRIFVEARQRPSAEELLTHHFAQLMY
NALP1 inh – NALP1 inhibition; S. cerevisiae NALP1/ASC/caspase-1 growth, X-gal OD620, 72 h; inhibition, % at 10 µM; 280,000 tested, 0.61% active; AID 2071; in the data active means inhibition mostly above about 24%, no sharp cut-off; inactive means mostly below about 32%; further: some compounds called inactive have numbers as strong as hits
IDE act – activators of human insulin-degrading enzyme in cells. 340,000 tested, 0.073% active. HEK cells, FAbeta-B cleavage, fluorescence polarization; 0% vehicle, 100% cell-free pure enzyme wells. AID 493087. activation, % at 5.96 µM;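 active means activation above the mean of all tested compounds plus 3 SD, set per screening campaign, cut at about 17% in these data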
PfM18AAP inh – blocks P. falciparum M18 aspartyl aminopeptidase | 290,000 tested, 1.2% active | inhibition, % at 7.35 µM | recombinant PfM18AAP, H-Glu-NHMec fluorogenic cleavage;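 active means inhibition above the campaign mean inhibition over all tested compounds plus 3 SD, cut at about 28% in these data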;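 further: 0% = plate median of test compound wells and 100% = 2 mM ZnCl2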
SUMO HTRF inh – blocks human SUMOylation mediated by UBC9; P63279; HTRF SUMOylation assay, SAE1/SAE2 + UBC9, in vitro; inhibition, % at 35 µM; 290,000 tested, 0.36% active; AID 2006; in the data active means inhibition above about 50%, passing the limit was not always enough; further: strong numbers were not always called active
Target sequence (P63279 whole entry, looked up): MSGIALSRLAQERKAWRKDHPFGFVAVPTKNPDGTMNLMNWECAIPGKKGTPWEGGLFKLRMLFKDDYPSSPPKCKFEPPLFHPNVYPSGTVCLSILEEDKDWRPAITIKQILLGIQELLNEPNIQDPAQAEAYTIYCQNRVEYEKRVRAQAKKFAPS
Numbers without * were called inactive; x = no result given; [ ] = remark or other dose. An excerpt. The share of hits here may be higher or lower than overall.

canonical_smiles,IDE inh,MEKK2wt PB1 HTS,p-CIP stab down,MEKK2 mut-MEK5,MEKK3 PB1 HTS,NALP1 inh,IDE act,PfM18AAP inh,SUMO HTRF inh
CCOC(=O)CNC(=O)C(Cc1ccccc1)NC(=O)OCc1ccccc1 (stereo unspecified),6,111,5,1,119,-12,11,-15,-10
Cc1cc2cc(CCNC(=O)c3ccc(C)c([N+](=O)[O-])c3)c(=O)[nH]c2cc1C,9,94,-16,2,102,25,1,-11,1
O=C(COc1ccccc1)NCc1cccs1,2,100,-6,5,101,16,8,-1,26
NS(=O)(=O)c1ccc(CNC(=O)CNC(=O)c2ccc(Br)o2)cc1,3,100,-4,-2,100,32,2,1,11
COc1ccc([N+](=O)[O-])cc1NC(=O)Nc1ccccc1,-1,98,-1,1,101,42,0,0,18
CC1(C(=O)NCc2cc(F)cc(C(F)(F)F)c2)C=CC2(CCCCC2)N1C(=O)c1ccccc1 (stereo unspecified),3,105,-1,1,110,33,5,-6,15
CC(CCCC(C)(C)O)NC(=O)c1ccc(OC2CCN(C(=O)C3CC3)CC2)cc1 (stereo unspecified),2,100,-11,-1,103,-2,1,-18,8
CCOc1ccc(-c2c(=O)n(OCc3ccccn3)c3ccccc3[n+]2[O-])cc1,4,100,-19,2,101,15,7,0,21
COc1ccc(-c2noc(CCCc3ccccc3)n2)cc1OC,-4,101,-8,1,98,8,7,-2,-18
Cn1cc(S(=O)(=O)CC(=O)Nc2ccc3c(c2)OCO3)c2ccccc21,1,103,7,1,95,22,3,8,-10
COc1ccc(NC(=O)CCN2C(=O)C3CC=C(Cl)CC3C2=O)cc1 (stereo unspecified),-8,85,-4,-4,83,41,3,1,-8
Cc1nn(C)cc1CNCc1c(C(=O)N2CCCCC2)nc2c(C)cccn12,-1,101,3,1,96,4,-3,4,-13
CC1CCN(C(=O)c2ccc(N3C(=O)c4ccccc4C3=O)cc2)CC1,4,100,1,-2,99,4,2,0,1
CCCCC#Cc1cncc(C(=O)N/N=C/c2cccc(OC)c2)c1,-2,96,6,-1,94,3,3,3,-1
Cc1ccc(N(CC(=O)NCCSCc2ccco2)S(=O)(=O)c2ccc(F)cc2)cc1,6,97,-3,2,99,1,1,5,5
O=C(Nc1nc(-c2ccccn2)cs1)C1CCCC1,-3,103,3,-9,105,22,4,0,11
COc1cc2c(cc1OC)-c1cc(Nc3ccc(C(=O)O)cc3)nc(=O)n1CC2,4,104,4,0,99,-1,4,0,29
Nc1nnc(SCC(=O)N2CCN(c3ccccc3)CC2)s1,0,103,3,0,97,16,1,2,-4
Cc1c(-c2ccccc2)cn2c1-c1ccc(C)n1CC2,-1,55*[inhibitor],-3,-6,93,4,3,-18,-7
O=C(COC(=O)C1COc2ccccc2O1)NC(=O)Nc1ccc2c(c1)OCCO2 (stereo unspecified),-2,101,3,8,101,-13,0,3,12
COc1cc(/C=C/C(=O)OCC(=O)NC2CC2)cc(S(=O)(=O)N2CCc3ccccc32)c1OC,-3,100,-8,1,100,-1,6,-6,11
CCc1ccc(CNC(=O)Cn2nc(-c3ccccc3)ccc2=O)cc1,-1,80,3,-9,88,-16,2,0,11
CCc1c(C)[nH]n(-c2nc(-c3ccccc3)cs2)c1=O,3,93,-8,-7,95,-10,2,12,-2
CC(C)n1c(SCC(=O)Nc2nc3ccccc3s2)nc2c1c(=O)n(C)c(=O)n2C,4,100,x,2,99,x,-25,-7,x
Cc1cccc(C)c1NC(=S)N(Cc1ccco1)C1CCN(C(C)C)CC1,-3,107,-15,1,128*,8,2,7,-13
COC(=O)c1ccc(NC(=O)C23CCC(C)(C(=O)O2)C3(C)C)cc1 (stereo unspecified),5,98,-13,2,95,1,4,14,-3
Cc1ccc(C2/C(=C(\O)c3ccc4c(c3)OCCO4)C(=O)C(=O)N2CC2CCCO2)cc1 (stereo unspecified),x,103,-3,4,102,10,1,5,3
CCOc1ccccc1CNS(=O)(=O)c1cc(-c2cc(C)no2)ccc1OC,-3,101,4,1,100,17,0,-9,0
CC(C)(C)C(=O)NC1CC2CCCC(C1)N2C(=O)Nc1ccccc1F (stereo unspecified),7,105,2,4,104,2,5,-5,7
COc1ccc(CNC(=O)CCn2nc(C)c3c(C)n(-c4ccccc4)nc3c2=O)c(OC)c1,-2,98,-3,1,100,4,7,-17,19

6 of the compounds above, with two lines to a compound.
Below each SMILES – IDE inh, MEKK2wt PB1 HTS, p-CIP stab down, MEKK2 mut-MEK5, MEKK3 PB1 HTS, NALP1 inh, IDE act, PfM18AAP inh, SUMO HTRF inh
O=C(COC(=O)C1COc2ccccc2O1)NC(=O)Nc1ccc2c(c1)OCCO2 (stereo unspecified)
 : -2, 101, 3, 8, 101, -13, 0, 3, 12
COc1cc(/C=C/C(=O)OCC(=O)NC2CC2)cc(S(=O)(=O)N2CCc3ccccc32)c1OC
 : -3, 100, -8, 1, 100, -1, 6, -6, 11
CCc1ccc(CNC(=O)Cn2nc(-c3ccccc3)ccc2=O)cc1
 : -1, 80, 3, -9, 88, -16, 2, 0, 11
CCc1c(C)[nH]n(-c2nc(-c3ccccc3)cs2)c1=O
 : 3, 93, -8, -7, 95, -10, 2, 12, -2
CC(C)n1c(SCC(=O)Nc2nc3ccccc3s2)nc2c1c(=O)n(C)c(=O)n2C
 : 4, 100, x, 2, 99, x, -25, -7, x
Cc1cccc(C)c1NC(=S)N(Cc1ccco1)C1CCN(C(C)C)CC1
 : -3, 107, -15, 1, 128*, 8, 2, 7, -13

Back to the main list, starting three compounds before the break.
canonical_smiles,IDE inh,MEKK2wt PB1 HTS,p-CIP stab down,MEKK2 mut-MEK5,MEKK3 PB1 HTS,NALP1 inh,IDE act,PfM18AAP inh,SUMO HTRF inh
CCOc1ccccc1CNS(=O)(=O)c1cc(-c2cc(C)no2)ccc1OC,-3,101,4,1,100,17,0,-9,0
CC(C)(C)C(=O)NC1CC2CCCC(C1)N2C(=O)Nc1ccccc1F (stereo unspecified),7,105,2,4,104,2,5,-5,7
COc1ccc(CNC(=O)CCn2nc(C)c3c(C)n(-c4ccccc4)nc3c2=O)c(OC)c1,-2,98,-3,1,100,4,7,-17,19
COc1cccc(/C=N/Nc2nc(N3CCCC3)nc(N3CCCC3)n2)c1O,1,103,-19,0,103,4,-8,5,13
COc1cc(/C=C2/SC(=S)N(CC(=O)Nc3cccnc3)C2=O)cc(OC)c1OC,4,81,8,-2,96,-4,-4,21,-16
O=C(NCc1ccco1)c1nc2c(nnn2Cc2ccccc2Cl)c(=O)[nH]1,3,97,-2,9,89,-84,-3,3,8
O=C(CSc1ccc(F)cc1)Nc1ccc(Br)cc1,3,90,-3,-11,90,14,-2,-11,-12
CCOc1ccc(NC(=S)N(Cc2ccc(N(C)C)cc2)Cc2ccco2)cc1,1,112,-9,5,108,-19,10,9,-25
COc1ccc(CC(=O)NNC(=S)Nc2ccccc2)cc1Cl,7,99,-7,3,102,-6,0,14,-62
CCn1c(COc2ccc(Cl)cc2)nnc1SCC(=O)Nc1ccc2c(c1)OCCO2,2,97,-6,-2,97,38*,-2,-8,-4
O=C(CSc1nnc(SCC(=O)NCc2ccc3c(c2)OCO3)s1)NCc1ccc2c(c1)OCO2,x,100,4,0,103,15,15,-4,2
CCCNC(=O)c1ccccc1NC(=O)c1ccc(CSc2ccccc2)cc1,2,111,-17,18,105,33,6,-8,-14
CCc1ccc(NC(=O)CN(c2cc(C)cc(C)c2)S(=O)(=O)c2c(C)[nH]c(=O)[nH]c2=O)cc1,1,97,-8,0,98,16,-5,-3,7
Nc1cccc(-c2nc3ccccc3s2)c1,3,101,9,0,97,5,-2,1,32
CCCN1C/C(=C/c2ccc3c(c2)OCO3)C(=O)/C(=C/c2ccc3c(c2)OCO3)C1,-2,109,-18,1,136*,35,12,9,13
CCOC(=O)C(C(=O)OCC)c1cc(Br)c2noc3c2c1C(=O)c1ccccc1-3,3,39*[inhibitor],-217,-14,64*[inhibitor],28,-17,-2,87*
CC(C)(Oc1ccc(Cl)cc1)C(=O)OCC(=O)N1CCCC1,1,102,8,1,100,-7,-1,4,-7
Cc1onc(-c2c(Cl)cccc2Cl)c1C(=O)N1CCOCC1,-5,101,-6,-2,99,9,2,-7,17

Entries of single compounds from above. Values in the order: IDE inh, MEKK2wt PB1 HTS, p-CIP stab down, MEKK2 mut-MEK5, MEKK3 PB1 HTS, NALP1 inh, IDE act, PfM18AAP inh, SUMO HTRF inh
Nc1cccc(-c2nc3ccccc3s2)c1 is listed as 3, 101, 9, 0, 97, 5, -2, 1, 32
O=C(CSc1ccc(F)cc1)Nc1ccc(Br)cc1 is listed as 3, 90, -3, -11, 90, 14, -2, -11, -12
CCOc1ccc(NC(=S)N(Cc2ccc(N(C)C)cc2)Cc2ccco2)cc1 is listed as 1, 112, -9, 5, 108, -19, 10, 9, -25
CCc1ccc(NC(=O)CN(c2cc(C)cc(C)c2)S(=O)(=O)c2c(C)[nH]c(=O)[nH]c2=O)cc1 is listed as 1, 97, -8, 0, 98, 16, -5, -3, 7

(more compounds)
canonical_smiles,IDE inh,MEKK2wt PB1 HTS,p-CIP stab down,MEKK2 mut-MEK5,MEKK3 PB1 HTS,NALP1 inh,IDE act,PfM18AAP inh,SUMO HTRF inh
O=C(N=C1SC2CS(=O)(=O)CC2N1c1cccc(Cl)c1Cl)C1CC1 (stereo unspecified),2,101,12,1,101,8,3,1,-3
CCCN1C2CCCC1CC(NC(=O)c1ccc(Br)cc1)C2 (stereo unspecified),4,103,-2,0,98,18,2,-4,-1
Cc1ccc(Nc2c([N+](=O)[O-])c(=O)n(C)c3ccccc23)cc1,0,90,4,-7,103,1,2,1,-1
CC(=O)c1ccc(NC(=O)COC(=O)c2ccc(F)cc2F)cc1,1,100,-27,-1,102,19,4,-19,15
CCN(CC)C(=O)Cn1cc(S(=O)(=O)CC(=O)Nc2ccc(OC)c(OC)c2)c2ccccc21,-2,106,-110,8,103,2,2,18,3
O=C(Nc1cccc(Cl)c1N1CCCC1)c1ccco1,-1,83,-3,-10,94,2,-1,-6,-10
COc1cccc(C2=CC(c3ccccc3)n3ncnc3N2)c1 (stereo unspecified),8,99,-33,-1,102,25,x,7,10
CCOC(=O)C1CCN(S(=O)(=O)c2ccc3[nH]c(=O)c(=O)[nH]c3c2)CC1,-2,94,9,-5,102,2,-3,3,15
Cc1nn(CC(=O)Nc2cccc(S(N)(=O)=O)c2)c(C)c1[N+](=O)[O-],0,93,0,-1,97,24,6,-2,-22
CN(C)CCCNC1=CC(=O)CC(c2ccccc2)C1 (stereo unspecified),3,95,-6,-2,106,20,-3,-2,6
C=CCOc1nc2sc(C)c(C)c2c(=O)n1-c1ccccc1,x,106,-1,8,107,-20,-4,-5,-1
O=C(NCc1ccco1)c1cnn2c(C(F)(F)F)cc(-c3ccco3)nc12,-1,107,-3,12,100,0,3,-3,23
O=C(Cc1c(O)c2ccccc2[nH]c1=O)NC1CCCCCCC1,10,85,2,-9,87,15,6,4,4
Cc1cc(C(=O)NC2CC(C)(C)Cc3c2cnn3-c2ccc(F)cc2)no1 (stereo unspecified),-3,112,-6,8,108,7,0,8,2

Bioassay records as filed in PubChem.
